# Statin myotox sup – protects C2C12 myotubes from simvastatin toxicity; rescue of ATP level, % at 7.49 µM; 330,000 compounds, 0.78% hits; AID 602340; ATP luminescence, 48 h; scaled: DMSO 0, geranylgeraniol control 100;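 active = mean ATP rescue above about 67%, or every replicate alone reaching that limit, limit read from the data, passing the limit was not always enough; inconclusive = no clear call, values can overlap the other calls; inactive = mean under the limit and some replicate under it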;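 note: myotubes were challenged with 10 µM simvastatin during compound exposure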
# DENV2 CPE rescue – protects cells from dengue virus 2 cytopathic effect. CPE inhibition, % at 9.99 µM. DENV2-infected cells, cytopathic effect rescue, plate reader. AID 651640. 350,000 compounds, 1.7% hits; in the data active = CPE inhibition above about 20%, passing the limit was not always enough; inconclusive = no clear call, values can overlap the other calls; tested in BHK-21 cells;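 note: 0% = median of neutral control wells and 100% = median of positive control wells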
# S100A4 inh HTS – blocks human S100A4 binding to myosin IIA peptide. S100A4/TAMRA-MyoIIA peptide fluorescence polarization. inhibition, % at 10.7 µM. 360,000 compounds, 0.14% hits;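 active = mean inhibition of at least 70% across replicates, with every replicate also reaching that level; inconclusive = mean inhibition reaches 70% but some replicates fall short; inactive = mean inhibition below 70%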
#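 Material: S100A4 monomer protein | Medium: HEPES pH 7.2 with CaCl2, KCl, NaCl, DTT, Triton | Reagent: Labelled myosin peptide probe, 5 nM | Doses: One dose per compound | Times: 5 min incubation before reading | Benchmarks: Neutral control DMSO, positive control TFP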
# ERp5 inh – blocks human ERp5 reductase activity on insulin; Q15084; ERp5 insulin aggregation, absorbance 650 nm, 90 min; inhibition, % at 9.99 µM; 350,000 compounds, 0.05% hits;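 active = mean replicate inhibition above about 25%, with every replicate also reaching it, limit read from the data, passing the limit was not always enough; inconclusive = only one of those two criteria met; inactive = neither criterion met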
# Target sequence (Q15084 whole entry, looked up): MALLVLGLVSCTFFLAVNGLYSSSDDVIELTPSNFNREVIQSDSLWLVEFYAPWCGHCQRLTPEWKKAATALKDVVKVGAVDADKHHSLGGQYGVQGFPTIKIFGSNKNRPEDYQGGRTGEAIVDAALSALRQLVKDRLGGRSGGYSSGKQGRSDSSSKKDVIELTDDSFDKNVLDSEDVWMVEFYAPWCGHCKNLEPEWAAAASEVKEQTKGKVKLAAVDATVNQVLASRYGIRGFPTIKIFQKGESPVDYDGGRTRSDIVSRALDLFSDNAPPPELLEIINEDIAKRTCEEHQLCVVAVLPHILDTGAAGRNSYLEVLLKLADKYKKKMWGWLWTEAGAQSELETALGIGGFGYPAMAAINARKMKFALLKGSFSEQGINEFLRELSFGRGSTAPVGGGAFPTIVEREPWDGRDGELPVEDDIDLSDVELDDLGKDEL
# E-sel inducer – induces E-selectin expression in human endothelial cells; HUVEC E-selectin immunofluorescence imaging; normalized: neutral wells 0, TNF-alpha wells 100; activation, % at 7.58 µM; 260,000 compounds, 0.37% hits; AID 686992;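 active = mean E-selectin-positive cell signal at least 10% of the positive control, reached in at least 60% of replicates, without over 20% cell loss; inconclusive = no rule given, readout overlaps actives, possibly toxicity-flagged; inactive = the rest, including those meeting only one limit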;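 note: in these data hits start at about 27%; measured in HUVEC primary endothelial cells; signal is the percent of cells scored E-selectin positive by PE staining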
# Target sequence (P16581 whole entry, looked up): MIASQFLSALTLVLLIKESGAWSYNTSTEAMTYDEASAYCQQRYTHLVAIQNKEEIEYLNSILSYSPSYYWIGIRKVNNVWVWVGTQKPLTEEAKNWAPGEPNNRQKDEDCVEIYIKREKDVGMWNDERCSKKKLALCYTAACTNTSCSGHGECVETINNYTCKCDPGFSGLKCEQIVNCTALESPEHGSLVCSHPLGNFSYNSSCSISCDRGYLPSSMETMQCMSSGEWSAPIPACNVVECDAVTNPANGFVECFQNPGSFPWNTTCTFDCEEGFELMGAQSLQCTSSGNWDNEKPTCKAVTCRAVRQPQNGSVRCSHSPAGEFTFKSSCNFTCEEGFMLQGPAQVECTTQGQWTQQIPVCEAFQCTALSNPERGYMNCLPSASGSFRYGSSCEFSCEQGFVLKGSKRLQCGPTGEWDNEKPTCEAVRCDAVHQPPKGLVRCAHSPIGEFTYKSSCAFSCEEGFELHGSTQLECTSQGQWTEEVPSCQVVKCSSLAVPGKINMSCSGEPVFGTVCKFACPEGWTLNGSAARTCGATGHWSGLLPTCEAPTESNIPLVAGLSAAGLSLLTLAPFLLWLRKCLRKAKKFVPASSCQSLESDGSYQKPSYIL
#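 System: HUVEC, human umbilical vein endothelial cells; quantity: 3,000 cells/well; buffer or medium: EGM-2 medium, gelatin-coated wells; dosing: single-point compound dose; detection: immunofluorescence imaging; evaluation: % PE-positive cells; benchmarks: TNF-alpha, DMSO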
# SIRT5 inh – inhibitors of human sirtuin-5 desuccinylase | Q9NXA8 | Purified SirT5, succinyl-peptide AMC, trypsin-coupled fluorescence | inhibition, % at 15 µM | 330,000 compounds, 1.1% hits; in the data active = inhibition above about 15%; inconclusive = no clear call, values can overlap the other calls
# PglD DTNB – inhibitors of Campylobacter jejuni PglD acetyltransferase | purified PglD enzyme, DTNB colorimetric CoA detection | inhibition, % at 12.5 µM | 360,000 compounds, 0.098% hits | AID 602405; in the data active = inhibition above about 16%, passing the limit was not always enough; inconclusive = no clear call, values can overlap the other calls; note: strong numbers were not always called active
# * hit, by the source's call; ? = inconclusive; . = no result given; & = joins results of further samples. This is a subset (hit frequency here may not be typical).
Structure,E-sel inducer,Statin myotox sup,S100A4 inh HTS,PglD DTNB,DENV2 CPE rescue,SIRT5 inh,ERp5 inh
C[C@@H]1CN([C@H](C)CO)C(=O)c2c(c3ccccc3n2C)-c2ccccc2CO[C@@H]1CN(C)C(=O)[C@@H](Cc1ccccc1)N(C)C,-0.1,-5,12,1,5,-3,0
COc1ccc(NC(=S)N2CCCN(Cc3cccc(Cl)c3)C2)cc1,.,12,-3,2,10,-2,6
O=C(C[C@H]1CC[C@@H]2[C@H](COC[C@H](O)CN2Cc2cccc(Cl)c2)O1)NCC1CCCCC1,0.2,10,.,-1,-3,.,.
CN(C)CCCNC(=O)[C@H]1[C@H](CO)[C@H]2Cn3c(ccc(-c4ccc(F)cc4)c3=O)[C@H]2N1C,-0.2,-7,.,0,-8,-2,-1
Cc1noc(C)c1S(=O)(=O)NCc1cccc(Cl)c1,.,6,4,-2,-1,-1,-20
CN1C(=O)c2cc(NC(=O)C3CCCC3)ccc2OC[C@@H]2O[C@@H](CC(=O)O)CC[C@@H]21,-0.1,9,9,3,-3,-1,-2
COc1ccc(C(C)(C)C)cc1NC(=O)COC(=O)c1cnc(C)cn1,.,-26,-3,2,-11,-7,4
C=CCNc1ncnc2c1ncn2[C@H]1CN(Cc2cccc3ccccc23)C[C@@H](CO)O1,1.4,-4,2,6,-6,.,-5
CCOc1ccc(C(=O)CCC(=O)NCC(=O)OCc2ccccc2)cc1OCC,0.2,2,9,3,5,2,-4
COCc1ccc(-c2c(-c3ccccc3OC)sc3cc4c(cc23)OCO4)cc1,0.0,12,-6,2,-7,-4,15
COc1ccc(C2c3ccsc3CCN2C(C)=O)cc1 (centres undefined),0.1,6,-2,2,-1,-3,-2
CN(CC(=O)Nc1ccc(Cl)c(Cl)c1)C1CCCCC1,75*,2,-21,8,9,-3,3
COc1cccc(-c2ccc([C@@H]3[C@@H](CO)N4C(=O)CN(C(=O)c5cccnc5)C[C@@H]34)cc2)c1,1.4,.,6,.,-4,-3,9
COc1cccc(NC(=O)c2ccc(S(=O)(=O)NCc3cccnc3)cc2)c1,0.0,13,1,-4,8,3,0
CC(=O)C(Sc1nccc(-c2cccs2)n1)C(C)=O,11,-4,-1,2,8,2,0
CCN=c1scc(-c2ccc(F)cc2)n1/N=C/c1ccccn1,-0.1,.,2,.,13,-3,5
Cc1cc(NS(=O)(=O)c2ccc(NC(=O)C3CCCCC3)cc2)no1,-2.8,0,9,3,8,1,1
CCOC(=O)c1ccc(-c2ccc(N3C(c4ccsc4)=Cc4ccc(F)cc4C3c3c[nH]c4ccc(C#N)cc34)cc2)cc1F (centres undefined),0.2,.,4,.,-3,-2,3
O=[N+]([O-])c1ccc(NS(=O)(=O)c2ccccc2)c(Cl)c1,-3.0,-134,8,-9,8,5,0
CCN(CC)c1ccc(S(=O)(=O)N2CCCCC2)cc1NC(=O)C1=COCCO1,0.3,-32,-10,4,-3,0,4
CCCCn1c(SCC(=O)NCc2ccc3c(c2)OCO3)nnc1C(CC)N(C)C (centres undefined),-1.5,1,3,-3,4,-2,1
CO[C@H]1CN(C)C(=O)c2ccc(NC(=O)c3ccccc3F)cc2OC[C@H](C)NC[C@H]1C,-0.3,-4,5,-1,-1,-1,0
COc1c(C)cccc1C(=O)NCCCNC(=O)c1ccc(C)nc1,0.0,13,-1,6,-6,-2,0
COc1cccc(-c2nc(CS(=O)(=O)CC(=O)NC3CCC(C)CC3)c(C)o2)c1 (centres undefined),0.0,.,-4,.,?,-2,2
CCCC(=O)N1CC2(CN(S(=O)(=O)CC)C2)c2c(n(C)c3cc(OC)ccc23)[C@@H]1CO,-0.5,.,1,.,-1,.,-1
CCCN1[C@@H]2Cn3c(ccc(-c4ccc(F)cc4)c3=O)[C@H]1[C@@H](C(=O)NCCc1cn(C)cn1)[C@@H]2CO,-0.3,0,.,3,.,.,1
CCCCOc1ccc(NC(=O)C(=O)NCCCn2ccnc2)cc1,.,.,4,.,7,0,-3
COc1ccc(S(=O)(=O)N2CCC(n3cnc4ccccc43)CC2)cc1,.,2,5,.,7,-8,4
O=C(Nc1ccccc1F)c1ccc(CSc2ccccc2)o1,.,.,-8,.,-2,-1,-1
O=C(CCCNS(=O)(=O)c1cccc2nsnc12)NCCN1CCN(c2ccccc2F)CC1,2.5,.,-11,.,0,-2,6
O=C(CCCC(=O)OCC(Cl)=C(Cl)Cl)Nc1ccccc1,.,.,2,.,-14,.,-1
c1csc(CNc2ncnc3ccc(-c4ccoc4)cc23)c1,.,2,2,1,-18,.,4
Cc1ncccc1C(=O)N1CCCC(CNC(=O)c2ccc(-c3ccccc3)cc2)C1 (centres undefined),0.1,.,-2,.,1,-1,-6
CCCC#Cc1ccc2c(c1)O[C@H](CN(C)C(=O)C1CCC1)[C@@H](C)CN([C@@H](C)CO)S2(=O)=O,1.5,4,5,2,5,4,3
CCOc1ncccc1C(=O)OCC(=O)Nc1ccc2c(c1)CCC2,0.2,2,-5,3,-2,-3,13
CC(Oc1ccc([N+](=O)[O-])cc1)C(=O)NCCCN1CCOCC1 (centres undefined),1.5,-5,5,-7,18,-3,-2
Cc1ccc(CNC(=O)C(=O)NCCC2=CCCCC2)cc1,.,.,4,.,-1,-12,0
O=C1NCCC12C(=O)Nc1ccccc12 (centres undefined),.,2,-1,-1,19,.,10
COCC(=O)Nc1ccc2c(c1)C(=O)N(C)[C@H]1CC[C@@H](CC(=O)NCCc3ccncc3)O[C@@H]1CO2,0.2,-8,1,-2,7,-3,-2
C[C@@H]1CN([C@H](C)CO)C(=O)c2cc(C#CC3(O)CCCC3)cnc2O[C@H]1CN(C)C(=O)Cc1cccnc1,-0.2,6,31,-1,-4,-2,-3
COC(=O)N(C)C[C@@H]1OCc2cnnn2CCCC(=O)N([C@@H](C)CO)C[C@H]1C,-0.3&-0.1,-7&3&-7,7&-8,-1&1,1&-6,-2&-28,1&0
CC(=O)c1cccc(S(=O)(=O)N2CCN(c3ccccc3F)CC2)c1,-3.3,-2,-1,.,-6,.,-7
Cc1c(O)c2ccccc2oc1=O,-1.2,-1,2,.,6,-6,0
CC1CCN(C(=O)COC(=O)c2ccccc2NCCO)CC1,-0.2,-1,1,-2,-8,-15,0
COc1ccc(NC(=O)c2cc(C3CCCCN3S(C)(=O)=O)on2)c(C)c1 (centres undefined),-0.1,-13,-1,-3,-7,0,1

# Reformatted as labelled records: entries from further up.
O=C1NCCC12C(=O)Nc1ccccc12 (centres undefined)
  E-sel inducer: .
  Statin myotox sup: 2
  S100A4 inh HTS: -1
  PglD DTNB: -1
  DENV2 CPE rescue: 19
  SIRT5 inh: .
  ERp5 inh: 10
O=C(CCCC(=O)OCC(Cl)=C(Cl)Cl)Nc1ccccc1
  E-sel inducer: .
  Statin myotox sup: .
  S100A4 inh HTS: 2
  PglD DTNB: .
  DENV2 CPE rescue: -14
  SIRT5 inh: .
  ERp5 inh: -1

# (cont.)
Structure,E-sel inducer,Statin myotox sup,S100A4 inh HTS,PglD DTNB,DENV2 CPE rescue,SIRT5 inh,ERp5 inh
CN(C)C(=O)/C(=C/c1cn(-c2ccccc2)nc1-c1cccc([N+](=O)[O-])c1)NC(=O)c1ccccc1,0.2,1,.,-2,.,.,.
COc1ccccc1CNC(=O)C[C@@H]1CC[C@@H](NC(=O)CC2CC2)[C@@H](CO)O1,-0.1,-4,1,0,-1,0,2
C[C@@H]1CN([C@@H](C)CO)C(=O)c2cc(NS(=O)(=O)c3cn(C)cn3)ccc2O[C@@H](C)CCCCO[C@@H]1CN(C)C(=O)Nc1ccc(C(F)(F)F)cc1,-0.1,.,-12,0,-1,-1,3
C[C@@H]1CCCCO[C@@H](CN(C)C(=O)Nc2ccc3c(c2)OCO3)[C@H](C)CN([C@@H](C)CO)C(=O)c2cc(NC(=O)Nc3ccc(F)cc3)ccc2O1,0.0,.,6,1,-2,1,1
Cc1noc(C)c1NC(=O)N1CCN(Cc2ccccc2)CC1,0.0,.,0,.,-3,-4,5
O=C1C2C3C=CC(C4CC34)C2C(=O)N1c1cc(Cl)ccn1 (centres undefined),.,.,1,-2,-1,-3,.
COc1ccccc1-c1c(C)oc2c(CN3CCCC(C)C3)c(O)ccc2c1=O (centres undefined),0.1,-1,-1,-1,-5,-30,-1
Cn1c(SCC(=O)NCc2ccccc2)nc2ccccc21,0.6,10,.,4,.,.,.
COc1ccc(-n2c(SCC(=O)C(C)(C)C)nc3c(sc(=S)n3-c3ccccc3)c2=O)c(OC)c1,-0.1,1,-10,3,-3,0,4
COc1cccc(-c2ccc([C@@H]3[C@@H](CO)N4CCCCN(C(=O)c5ccc6c(c5)OCO6)C[C@@H]34)cc2)c1,-0.6,.,2,2,0,5,9
O=C(Nc1ccc(F)cc1)C1CCCN(C2=NS(=O)(=O)c3ccccc32)C1 (centres undefined),-0.5,5,-3,2,-7,-1,-4
CCOC(=O)c1csc(NC(=O)CN2CCCCC2)n1,0.0,1,-4,5,-3,-1,-2
COc1ccccc1CNC(=O)c1cnc2ccccn2c1=O,0.2,2,-7,-1,12,4,6
CC(C)NC(=O)C(=O)NCC(c1ccc2c(c1)OCO2)N1CCOCC1 (centres undefined),.,12,7,0,-8,-4,3
O=C(CSc1cn(CC(=O)N2CCCCCC2)c2ccccc12)NCC1CCCO1 (centres undefined),.,.,3,.,-9,-1,-15
COc1ccc2c3c(n(C)c2c1)[C@@H](CO)N(Cc1ccc(F)cc1)CC31CN(CC2CC2)C1,0.0,.,5,.,-10,-2,18
O=C(N/C=C/c1ccco1)NCc1ccccc1,.,.,-2,.,5,0,0
O=C(CN(Cc1ccc(Br)cc1)S(=O)(=O)c1ccccc1)NCC1CCCO1 (centres undefined),0.0,4,-1,6,-1,-3,2
O=C(C[C@@H]1CC[C@H](NC(=O)C2CCC2)[C@H](CO)O1)NC1CCC1,0.2,-5,0,2,12,-3,9
COc1ccc(S(=O)(=O)Nc2ccc3c(c2)C(=O)N([C@H](C)CO)C[C@@H](C)[C@H](CN(C)S(=O)(=O)c2ccccc2)O3)cc1,0.6,-4,-1,-1,-2,-1,10
O=C(c1ccc(-n2c(SCc3cc(F)ccc3F)nc3ccccc3c2=O)cc1)N1CCOCC1,-1.2,.,-2,-9,2,-1,-6
COc1ccc(NC(=O)CSc2nnc(-c3ccccc3F)n2C2CC2)cc1S(N)(=O)=O,1.5,.,7,.,3,0,1
CC(C)Cc1nnc(NC(=O)CCC(=O)NC2CC2)s1,.,5,0,1,-8,-2,-1
CCC(=O)N(C)C[C@H]1Oc2cc(C#C[C@H](C)O)ccc2S(=O)(=O)N([C@@H](C)CO)C[C@@H]1C,-0.5,-30,-4,5,1,7,-4
COc1cccc(NC(=O)c2sc3nc(N4CCOCC4)c4c(c3c2N)CCCC4)c1,1.1,-2,-2,3,1,1,-50
Cn1ncc2c(O/N=C(\N)c3ccc(C(F)(F)F)cc3)ncnc21,2.5,18,1,6,-4,-6,-4
C[C@H]1CN([C@@H](C)CO)S(=O)(=O)c2ccc(-c3ccc(C(=O)N(C)C)cc3)cc2O[C@H]1CN(C)C(=O)Nc1ccccc1F,-0.2,1,3,-1,2,-3,-1
C[C@H](NC(=O)C[C@H]1CC[C@@H](NS(=O)(=O)c2cccc(F)c2)[C@@H](CO)O1)c1ccccc1,-0.5,23,-58,2,-5,-2,1
COc1ccc(C2c3ccc(O)cc3Oc3ncn(CCCO)c(=N)c32)cc1OC (centres undefined),.,6,2,-3,0,0,1
COc1ccc(S(=O)(=O)N[C@H]2CC[C@@H](CCNC(=O)c3ccccc3F)O[C@@H]2CO)cc1,-0.2,-1,.,0,-3,4,0
